# PGC1a acetyl inh: inhibitors of PGC1a acetylation signal, primary screen, cell-based, U2OS, AlphaScreen, inhibitor mode. AlphaScreen anti-acetyl-lysine; with virally co-expressed GCN5 acetyltransferase. inhibition, % at 15.6 µM. 0.17% of 350,000 active. AID 651687, 2012;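 active means every replicate shows inhibition of at least 40%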;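 further: 0% = neutral control wells and 100% = positive control wells; some results beyond the cut were filed as inactive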
# XiGFP reactiv: activators of inactive X chromosome reactivation, primary screen, imaging, XiGFP fibroblasts, GFP high-content imaging, set 2. XiGFP mouse fibroblasts, % GFP-positive cells imaging, 3 d; cells co-treated with 5-aza-dC sensitizer; scaled so ellipticine positive control = 100%. activation, % at 7.58 µM. AID 743238, 2013. 0.055% of 360,000 active;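 active means mean normalized replicate activation at least 10% and every replicate at or above 10%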;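 further: 0% = median of on-plate neutral control wells and 100% = ellipticine 6 µM median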
#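 Material: XiGFP fibroblasts, SV40-immortalized. Buffer or medium: DMEM plus 5-aza-dC sensitizer. Compound: single concentration per compound, delivered by pin transfer. Times: 3 days compound exposure. Controls: ellipticine 6 µM.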
# Statin myotox sup: suppressors of statin myotoxicity in C2C12 myotubes, primary screen, cell-based, single point, plate reader; 0.78% of 330,000 active; AID 602340, 2012; C2C12 myotubes + simvastatin, ATP luminescence, 48 h; scaled: DMSO 0, geranylgeraniol control 100; rescue of ATP level, % at 7.49 µM;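 active means mean ATP rescue above about 67%, or every replicate alone reaching that limit, limit read from the data, passing the limit was not always enough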;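 further: myotubes were challenged with 10 µM simvastatin during compound exposure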
# S100A4 MyoIIA: inhibitors of S100A4-myosin IIA peptide binding, primary screen, biochemical, fluorescence polarization, TAMRA-MyoIIA peptide | 0.14% of 360,000 active | AID 652163, 2013 | Protein S100-A4 (Homo sapiens), P26447 | inhibition, % at 10.7 µM;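 active means mean inhibition of at least 70% across replicates, with every replicate also reaching that level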
# Target sequence (P26447 whole entry, looked up): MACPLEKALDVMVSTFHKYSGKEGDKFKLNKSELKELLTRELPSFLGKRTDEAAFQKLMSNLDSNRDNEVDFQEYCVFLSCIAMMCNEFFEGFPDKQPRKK
#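 Test system: S100A4 monomer protein. Medium: HEPES buffer with Ca2+, pH 7.2. Reagent: fluorescent myosin IIA peptide, 5 nM. Compound dosing: single-point compound testing. Timing: 5 min between mix addition and reading. Benchmarks: DMSO neutral and TFP positive wells.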
# LGR2 inh: inhibitors of bursicon-induced LGR2 CRE-luciferase signal, primary screen, cell-based, HEK293, CRE-luciferase reporter, bursicon stimulation; Drosophila bursicon receptor LGR2 (rickets); bursicon-stimulated, 4 h; inhibition, % at 9.99 µM; 0.35% of 380,000 active; AID 720647, 2013;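 active means drop in luminescence signal, shown as inhibition above about 50% in the replicate tests, limit read from the data, passing the limit was not always enough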;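 further: agonist challenge used bursicon conditioned medium at about half maximal strength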
# ERAP1 inh: human ERAP1 aminopeptidase inhibitors, primary screen, biochemical, single point, plate reader; Endoplasmic reticulum aminopeptidase 1 (Homo sapiens), Q9NZ08; recombinant ERAP1, Leu-AMC fluorescence, 60 min; inhibition, % at 10.7 µM; 0.15% of 340,000 active;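 active means mean replicate inhibition of at least 30%, or all replicates individually reaching that 30% level; inactive means mean below 30% and not every replicate reaching it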;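 further: 0% = neutral control wells and 100% = L-leucinethiol positive control wells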
# Cneo AK release: Cryptococcus neoformans cell lysis inducers, primary screen, AK release luminescence, single concentration; 0.2% of 360,000 active; lysis activity, % at 15 µM; AID 651654, 2012; C. neoformans lysis, adenylate kinase release luminescence, 4 h; normalised: neutral wells 0, clomiphene wells 100;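 active means mean lysis activity across replicates of at least 80%, whatever share of replicates individually reach that level; inactive means mean lysis activity below 80%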
#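 Assay system: Cryptococcus neoformans yeast cells / Dosing: single-point compound dose / Timing: 4 h at 37 °C static, read 1 h later / Measured by: luminescence of released adenylate kinase using an AK detection reagent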
# SIRT5 inh: SIRT5 desuccinylase inhibitors, primary screen, biochemical, fluorescence imaging, single point, set 5; NAD-dependent protein deacylase sirtuin-5, mitochondrial (Homo sapiens), Q9NXA8; Purified SirT5, succinyl-peptide AMC, trypsin-coupled fluorescence; inhibition, % at 15 µM; 1.1% of 330,000 active; AID 652115, 2013; in the data active means inhibition above about 15%
# Target sequence (Q9NXA8 whole entry, looked up): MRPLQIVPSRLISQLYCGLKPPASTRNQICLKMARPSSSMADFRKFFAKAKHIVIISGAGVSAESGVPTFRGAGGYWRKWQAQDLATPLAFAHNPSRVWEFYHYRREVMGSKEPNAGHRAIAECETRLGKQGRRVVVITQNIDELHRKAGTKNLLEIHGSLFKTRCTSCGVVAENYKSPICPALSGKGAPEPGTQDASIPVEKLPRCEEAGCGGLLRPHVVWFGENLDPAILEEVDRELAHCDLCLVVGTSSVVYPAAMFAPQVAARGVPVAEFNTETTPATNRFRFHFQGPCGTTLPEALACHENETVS
# * marks the source's active call; other numbers are inactive results; . = no result given; & = joins results of further samples. A portion of the library. The share of hits here may be higher or lower than overall.
smiles	PGC1a acetyl inh	XiGFP reactiv	Statin myotox sup	S100A4 MyoIIA	LGR2 inh	ERAP1 inh	Cneo AK release	SIRT5 inh
O=C(NCCCn1ccnc1)c1ccc(NS(=O)(=O)c2ccc(Cl)c(Cl)c2)cc1	.	0.2	-2	7	13	0	0	20*
Cc1ccc(C2=N/C(=C\c3c(C)nn(-c4ccccc4)c3N3CCCC3)C(=O)O2)cc1	-9	0.0	-1	.	24	.	1	.
COC(=O)CN1C(=O)CC(C)(C)S(=O)c2ccccc21 (configuration not stated)	3	0.2	9	-6	-7	0	-1	.
O=C(COC(=O)c1cc[n+]([O-])cc1)Nc1ccc(Cl)cc1Cl	-5	0.0	-8	10	0	2	1	-5
COc1ccc(CC(=O)NCc2n[nH]c(=S)n2-c2cccc(C)c2)cc1	22	0.3	.	2	1	1	.	0
COCCNC(=O)C[C@H]1CC[C@H](NS(=O)(=O)c2ccc(C)cc2)[C@H](CO)O1	3	-0.2	5	8	-28	-3	0	2
COc1ccc(CCNC(=O)COc2ncnc3ccccc23)cc1OC	1	0.1	-5	-2	1	2	2	-1
C=CCN1C(=O)/C(=C\C=C2\N(C)c3ccccc3C2(C)C)SC1=S	.	0.0	.	34	.	2	.	-1
O=c1c(OC2OC(CO)C(O)C(O)C2O)c(-c2ccc(O)c(O)c2)oc2cc(O)cc(O)c12 (configuration not stated)	7	0.1	2	1	11	56*	0	.
CS(=O)(=O)c1ccccc1-c1nc(-c2ccc([N+](=O)[O-])cc2)no1	11	0.0	.	1	-1	-1	.	-2
Cc1ccc(C(=O)NNC(=S)NC(=O)COc2ccccc2)cc1	5	.	.	2	5	7	.	2
O=C(C1CCCCC1)N1C[C@H](O)[C@@H](n2cc(-c3ccc(F)cc3)nn2)C[C@@H]1c1ccccc1	-6	0.0	-9	-1	-11	3	-1	-1
O=C(NCCN1CCOCC1)c1noc2c1CCc1ccccc1-2	5	.	-12	3	-70	-2	2	-2
COc1ccc(O)c(C2(O)C(=O)c3ccccc3C2=O)c1	-5	-0.3	-2	6	-7	-6	-4	-4
CCCc1cc(=O)oc2cc(C)cc(OCC(=O)N[C@@H](CSCc3ccccc3)C(=O)O)c12	2	.	-18	-5	.	25	0	.
Cn1c(-c2ccccc2)n[nH]c1=S	0	0.1	14	-2	10	.	0	-2
O=C1CSC(c2ccc(F)cc2)N1c1nc2ccccc2s1 (configuration not stated)	1	-0.1	.	.	-6	.	-3	.
COc1cc(C)c(C(=O)CSc2nnc(CNC(=O)c3ccco3)n2C)cc1C	11	0.1	2	1	2	3	1	-2
COC(=O)c1cnc(Nc2cccc(C(F)(F)F)c2)c([N+](=O)[O-])c1	-1	0.0	4	2	.	1	6	-3
C[C@@]12C(=O)N(c3cccc(F)c3)C(=O)N1[C@H](c1ccc(Cl)cc1)[C@@H]1C(=O)N(C3CCCCC3)C(=O)[C@@H]12	-3	-0.3	-8	-7	-1	.	-1	.
O=C(N/N=C/c1c(O)ccc2ccccc12)c1ccc(CO)nc1	.	0.0	57	11	.	0	5	3
CCC1CC(C(=O)O)CC(=O)N1 (configuration not stated)	-6	-0.3	4	6	-10	1	2	.
COc1ccc(CN(C)C[C@@H]2Oc3ccc(NC(=O)NC4CCCCC4)cc3CC(=O)N([C@@H](C)CO)C[C@H]2C)cc1	-12	0.1	20	-17	14	-1	0	7
N#Cc1c(N)sc2c1CCN(C(=O)OCc1ccccc1)C2	-3	.	9	0	2	4	-3	1
CC(C)(C)OC(=O)NCC(=O)Oc1cc2oc(=O)cc(-c3ccccc3)c2cc1Cl	16	0.2	.	25	16	-11	.	-3
CC1(CCC(=O)N2CCCC(Nc3ccc(F)cc3)C2)CC1 (configuration not stated)	0	0.4	-10	-2	-2	-1	-4	-3
C/C(CC(=O)Nc1ccc(N(C)C)cc1)=N\NC(=O)c1ccc(Cl)cc1Cl	15	0.0	3	0	-9	1	1	2
O=C(C[C@@H]1C[C@H]2c3cc(NC(=O)C4CCC4)ccc3O[C@H]2[C@H](CO)O1)NCc1ccccn1	-2	0.0	3	-10	-11	1	-3	4
CCC(C)n1c(SCC(=O)/C(C#N)=C(\C)N)nc2ccccc2c1=O (configuration not stated)	-2	-0.1	.	.	-18	.	1	.
C[C@@H]1CN([C@H](C)CO)C(=O)CCCn2cc(nn2)CO[C@H]1CN(C)C(=O)Nc1ccc2c(c1)OCO2	1&1&-6	0.0&0.3	6&-7&-15	-2&8&-6	-2&5	-7&-1&2	1&1&1	3&7&0
CN1C(=O)c2cc(NC(=O)c3ccc(F)c(F)c3)ccc2OC[C@@H]2O[C@@H](CC(=O)O)CC[C@H]21	9	0.3	13	.	1	.	7	.
COc1ccc(N2CCN(Cc3nc4ccsc4c(=O)[nH]3)CC2)cc1	-26	.	6	.	-5	.	-1	.
COCCn1c(N)c(N(Cc2ccccc2)C(=O)CSCC(=O)Nc2ccc(OC)cc2)c(=O)[nH]c1=O	.	0.0	-7	-3	-11	2	.	-2
CCC(=O)N(C)C[C@H]1Oc2cc(-c3cncnc3)ccc2S(=O)(=O)N([C@H](C)CO)C[C@H]1C	4	0.2	25	-6	-7	11	-1	-12
C[C@H]1CN([C@@H](C)CO)S(=O)(=O)c2ccc(C#CC3CC3)cc2O[C@@H]1CN(C)C(=O)C1CCC1	3	-0.5	0	3	1	0	0	0
Cc1ccc(/C=N/NC(=S)NC2CCCCC2)o1	-6	-0.2	-21	11	-9	.	21	-3
Cn1c(=O)c2c(nc(SCC(=O)Nc3ccccc3N3CCCCC3)n2C)n(C)c1=O	7	.	44	-4	8	4	-1	-4
Cc1ccc(S(=O)(=O)N(C)C[C@@H]2OCCCC[C@H](C)Oc3ccc(NC(=O)Nc4cccc5ccccc45)cc3C(=O)N([C@H](C)CO)C[C@H]2C)cc1	-18	0.2	.	-11	-1	0	38	-2
CCOc1ccc(N(CC(=O)NC2CC2)S(=O)(=O)c2ccc(C)cc2)cc1	4	0.1	5	-4	1	-1	-1	-4
COc1ccccc1CCNS(=O)(=O)c1cc2c3c(c1)C(C)C(=O)N3CCC2 (configuration not stated)	.	0.3	-4	-8	11	5	0	8
COc1ccc(CN(CC(O)COCc2ccccc2)S(=O)(=O)c2ccccc2Br)cc1OC (configuration not stated)	.	-0.1	-1	0	11	-2	3	-1
COc1cccc(C(=O)Nc2ccc3c(c2)C(=O)N(C)[C@@H]2CC[C@@H](CC(=O)NCC4CC4)O[C@@H]2CO3)c1	3	0.0	3	4	-2	0	4	-2
C[C@H](CO)N1C[C@H](C)[C@@H](CN(C)Cc2ccc3c(c2)OCO3)Oc2ccc(NC(=O)CCC(F)(F)F)cc2CC1=O	-2	0.3	3	-9	-1	5	8	-2
CC(C)CC#Cc1ccc([C@H]2[C@H]3CN(C(=O)Cc4ccccc4)CC(=O)N3[C@H]2CO)cc1	6	0.1	.	2	5	-2	.	3
CC1(C)Cc2nc(NC3CCCCC3)c(C#N)cc2CO1	.	0.2	.	3	-22	1	.	-2
CCCC#Cc1cnc2c(c1)C(=O)N([C@H](C)CO)C[C@@H](C)[C@H](CN(C)C(=O)CN1CCOCC1)O2	1	-0.3	7	-12	-8	2	-3	-9
O=C1CC(c2ccccc2)CC(=O)N1c1ccc(C(F)(F)F)cc1	3	2.8	-10	6	.	0	0	0
CCCNC(=O)[C@@H]1[C@@H](CO)[C@@H]2Cn3c(ccc(-c4ccc(F)cc4)c3=O)[C@@H]2N1C	.	0.0	0	4	0	-1	14	-3
O=C(O)[C@H](O)[C@@H](O)C(=O)O	3	.	5	2	.	1	4	2
C[C@@H]1CCCCO[C@@H](CN(C)S(=O)(=O)c2cccs2)[C@@H](C)CN([C@H](C)CO)C(=O)c2cc(NS(=O)(=O)c3ccc(Cl)cc3)ccc2O1	5	0.2	.	1	-8	-2	-4	-2
O=C(NCc1ccco1)C(=O)NCC1OCCN1S(=O)(=O)c1ccc(F)cc1 (configuration not stated)	1	0.8	-1	-4	-16	1	-2	-2
CC(=O)c1cccc(S(=O)(=O)N2CCCC(c3nc4c(nnn4Cc4ccccc4Cl)c(=O)[nH]3)C2)c1 (configuration not stated)	3	0.0	-13	0	-32	-1	1	2
CC(=O)NC[C@@H]1[C@H](c2ccc(-c3ccccc3)cc2)[C@@H](CO)N1C(=O)C1CC1	-15	0.0	21	2	-7	4	4	2
C[C@@H]1CN([C@@H](C)CO)C(=O)c2cc(C#Cc3ccncc3)cnc2O[C@H]1CN(C)C(=O)CN(C)C	-3	0.2	21	7	-8	1	4	2
CC(=O)N1N=C(c2ccccc2)CC1c1ccccc1 (configuration not stated)	-1	0.0	5	1	-4	-3	1	3
CN(C)S(=O)(=O)c1cccc(NC(=S)N/N=C/c2ccc(O)c(O)c2O)c1	6	-0.1	2	-4	10	0	1	3
CCOC(=O)c1cnc2c(C)c(Cl)ccc2c1N1CCN(CC)CC1	-7	0.0	-3	2	12	-8	2	0
CCC(=O)Nc1ccc2c(c1)C(=O)N(C)C[C@H](OC)[C@H](C)CN(C(=O)C1CC1)[C@@H](C)CO2	-15	-0.5	-13	-33	16	1	10	-2
O=C(N=Nc1c(O)[nH]c2ccc([N+](=O)[O-])cc12)c1cc(-c2ccccc2Cl)nc2ccccc12	.	0.0	.	-13	-5	3	.	23*
CCC(=O)Nc1ccc2c(c1)C(=O)N(C)C[C@@H](OC)[C@H](C)CN(CC1CC1)[C@H](C)CO2	-2	0.0	-15	3	8	-2	-6	0
CN1CCCCN2[C@H](C1)[C@H](c1ccc(-c3cccnc3)cc1)[C@@H]2CO	4	0.2	14	-13	-12	1	-1	-4

# 4 entries from above, arranged by number of heavy atoms, highest first:
smiles	PGC1a acetyl inh	XiGFP reactiv	Statin myotox sup	S100A4 MyoIIA	LGR2 inh	ERAP1 inh	Cneo AK release	SIRT5 inh
CC(=O)c1cccc(S(=O)(=O)N2CCCC(c3nc4c(nnn4Cc4ccccc4Cl)c(=O)[nH]3)C2)c1 (configuration not stated)	3	0.0	-13	0	-32	-1	1	2
CC(C)CC#Cc1ccc([C@H]2[C@H]3CN(C(=O)Cc4ccccc4)CC(=O)N3[C@H]2CO)cc1	6	0.1	.	2	5	-2	.	3
CCOc1ccc(N(CC(=O)NC2CC2)S(=O)(=O)c2ccc(C)cc2)cc1	4	0.1	5	-4	1	-1	-1	-4
O=C(O)[C@H](O)[C@@H](O)C(=O)O	3	.	5	2	.	1	4	2
